MDM2 E3 inh: MDM2-luciferase reporter signal enhancers, primary screen, MDM2 E3 ligase inhibitor project, cell-based, luminescence, 1536-well; E3 ubiquitin-protein ligase Mdm2 (Homo sapiens), Q00987; cell-based MDM2 ubiquitination luciferase reporter, 2 h; 0 = plate control, 100 = twice control, blank-subtracted; signal enhancement, % at 5 µM; hit rate 0.11% among 210,000; AID 1230, 2008;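 active means signal enhancement of 30% or more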;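 further: luminescence tracks abundance of the self-degrading MDM2-luciferase fusion protein; higher signal means inhibition of MDM2 E3 ligase activity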
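Buffer or medium: Cells held in DMEM | Assay system: Stable mammalian line carrying autodegrading MDM2–luciferase fusion reporter | Quantity: 2000 cells/well | Times: 4 h settle plus 2 h compound, 37 °C | Doses: One concentration, 5 µM, with 0.2% DMSO | Technique: Luminescence with SteadyLite reagent, 15 min at room temperature | Benchmarks: Plate controls and plate blanks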
hK5 inh: human KLK5 protease inhibitors, primary screen, biochemical, 1536-well | hit rate 0.59% among 210,000 | Kallikrein-5 (Homo sapiens), Q9Y337 | inhibition, % at 5 µM | AID 873, 2007 | recombinant hK5, fluorogenic AMC substrate cleavage;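 active means inhibition of 40% or more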;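 further: 0% = enzyme controls without compound and 100% = no-enzyme blanks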
FXIa inh: human FXIa protease inhibitors, primary screen, biochemical, 1536-well; purified FXIa, Boc-Glu-Ala-Arg-AMC fluorogenic substrate; inhibition, % at 5 µM; hit rate 0.14% among 220,000;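 active means inhibition of at least 40%; inactive means inhibition below 40%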;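 further: fluorescence of freed AMC excited at 355 nm; 0% = enzyme without compound and 100% = no enzyme blank; many of its hits are not listed in these tables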
eIF4E 4G PPI: eIF4E–eIF4G protein interaction inhibitors, primary screen, biochemical, uHTS, TR-FRET, eIF4GI fragment; TR-FRET eIF4E-eIF4GI(517-606) binding, 2 h; hit rate 0.37% among 220,000; Eukaryotic translation initiation factor 4E (Mus musculus) + Eukaryotic translation …; inhibition, % at 21.7 µM;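 active means inhibition above about 30%, limit read from the data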;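 further: 0% = full FRET control wells and 100% = background wells lacking eIF4GI fragment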
Target sequence (P63073 whole entry, looked up, the tested form may be a part): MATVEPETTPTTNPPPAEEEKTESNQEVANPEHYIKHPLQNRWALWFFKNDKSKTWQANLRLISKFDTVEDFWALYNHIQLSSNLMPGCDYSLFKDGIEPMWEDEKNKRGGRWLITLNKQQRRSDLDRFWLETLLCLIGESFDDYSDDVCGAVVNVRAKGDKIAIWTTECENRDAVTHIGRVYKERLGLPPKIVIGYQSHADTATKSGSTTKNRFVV
Target sequence (Q04637 whole entry, looked up, the tested form may be a part): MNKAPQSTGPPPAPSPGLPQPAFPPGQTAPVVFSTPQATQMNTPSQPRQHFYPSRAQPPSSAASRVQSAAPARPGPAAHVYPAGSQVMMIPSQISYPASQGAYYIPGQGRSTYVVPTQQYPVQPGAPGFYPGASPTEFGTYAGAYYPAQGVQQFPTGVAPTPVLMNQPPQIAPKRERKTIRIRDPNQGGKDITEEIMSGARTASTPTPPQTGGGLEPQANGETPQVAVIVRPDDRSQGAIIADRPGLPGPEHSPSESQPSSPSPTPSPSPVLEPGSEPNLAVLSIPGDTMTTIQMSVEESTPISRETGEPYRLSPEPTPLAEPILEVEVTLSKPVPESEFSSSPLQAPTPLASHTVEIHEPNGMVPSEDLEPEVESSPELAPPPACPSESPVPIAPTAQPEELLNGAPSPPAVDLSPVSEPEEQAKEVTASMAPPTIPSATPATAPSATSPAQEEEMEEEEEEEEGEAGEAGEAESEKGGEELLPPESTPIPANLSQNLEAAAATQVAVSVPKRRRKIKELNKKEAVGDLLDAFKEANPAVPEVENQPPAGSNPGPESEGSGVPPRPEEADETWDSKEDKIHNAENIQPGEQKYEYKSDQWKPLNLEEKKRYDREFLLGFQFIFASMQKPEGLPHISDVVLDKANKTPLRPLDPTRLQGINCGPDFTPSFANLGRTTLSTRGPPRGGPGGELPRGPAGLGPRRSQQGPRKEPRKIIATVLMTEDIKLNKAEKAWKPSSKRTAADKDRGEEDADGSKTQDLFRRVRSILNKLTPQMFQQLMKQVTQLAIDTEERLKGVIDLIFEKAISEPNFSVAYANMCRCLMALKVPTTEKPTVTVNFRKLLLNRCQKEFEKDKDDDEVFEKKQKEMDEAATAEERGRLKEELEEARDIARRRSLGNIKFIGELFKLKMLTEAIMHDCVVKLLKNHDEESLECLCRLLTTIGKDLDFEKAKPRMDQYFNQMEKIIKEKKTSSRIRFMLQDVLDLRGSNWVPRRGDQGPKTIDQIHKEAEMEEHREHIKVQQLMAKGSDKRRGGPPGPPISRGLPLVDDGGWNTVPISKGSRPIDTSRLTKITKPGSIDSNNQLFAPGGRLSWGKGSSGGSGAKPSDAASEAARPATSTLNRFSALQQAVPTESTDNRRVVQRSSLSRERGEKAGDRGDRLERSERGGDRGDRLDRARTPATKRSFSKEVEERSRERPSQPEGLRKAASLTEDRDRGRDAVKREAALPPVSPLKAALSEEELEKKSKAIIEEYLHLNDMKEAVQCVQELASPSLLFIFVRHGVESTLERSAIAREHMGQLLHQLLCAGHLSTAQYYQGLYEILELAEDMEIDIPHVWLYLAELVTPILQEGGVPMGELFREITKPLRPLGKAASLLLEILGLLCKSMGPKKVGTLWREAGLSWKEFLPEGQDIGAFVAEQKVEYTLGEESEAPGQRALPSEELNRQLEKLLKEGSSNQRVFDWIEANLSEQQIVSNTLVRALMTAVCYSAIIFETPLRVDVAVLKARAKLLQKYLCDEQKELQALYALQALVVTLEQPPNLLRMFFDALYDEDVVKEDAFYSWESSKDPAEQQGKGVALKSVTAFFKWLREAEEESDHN
FXIIa inh 1536: human FXIIa protease inhibitors, primary screen, biochemical, 1536-well; Coagulation factor XII (Homo sapiens), P00748; purified FXIIa, Boc-QGR-AMC fluorogenic substrate, 2 h; inhibition, % at 5 µM; hit rate 0.3% among 220,000; AID 800, 2007; in the data active means inhibition above about 40%;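 further: 0% = enzyme with no compound and 100% = blank without enzyme; many of its hits are not listed in these tables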
Rad51 HR inh: human RAD51 strand exchange inhibitors, primary screen, biochemical, fluorescence | DNA repair protein RAD51 homolog 1 (Homo sapiens), Q06609 | hRad51 DNA strand exchange, fluorescence dequenching | inhibition, % at 10 µM | hit rate 0.085% among 200,000 | AID 1385, 2008;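 active means inhibition above 40% at the single screening dose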;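 further: 0% = DMSO control wells and 100% = blanks with heterologous ssDNA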
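material = hRad51 filaments on single-stranded DNA | reagent = Donor/quencher-labelled 47-bp dsDNA substrate | compound = 10 µM final, single point | schedule = strand-exchange reaction 15 min at room temperature | measured by = fluorescein emission 520 nm, excitation 485 nm | read-out basis = % inhibition versus plate control and blank means | benchmarks = plate controls and plate blanks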
Wee1 stabilizer: Wee1 degradation inhibitors, primary screen, cell-based, HeLa, Wee1K328M-luciferase, luminescence | reporter increase, % at 5 µM | HeLa Luc-Wee1K328M stability; 100% = proteasome inhibitor MG132 effect | Wee1-like protein kinase (Homo sapiens), P30291 | hit rate 1.2% among 220,000 | AID 1321, 2008;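 active means activation above the mean of all tested compounds plus 3 SD, set per screening run, cut at about 8.8% in these data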;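 further: cells exposed to compound for 20 h before luminescence read; 0% = DMSO alone and 100% = MG132 at 30 µM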
14-3-3 Bad inh: inhibitors of 14-3-3 zeta/Bad binding, primary screen, biochemical, TR-FRET, bovine 14-3-3 zeta; TR-FRET 14-3-3zeta/Dy647-pBad peptide displacement, 1 h; inhibition, % at 21.7 µM; hit rate 0.71% among 220,000; 14-3-3 protein zeta/delta (Bos taurus), P63103;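 active means inhibition above about 70%, limit read from the data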;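 further: 0% = full 14-3-3 plus peptide FRET controls and 100% = background without 14-3-3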
p97 ATPase inh: inhibitors of human p97 ATPase, primary screen, biochemical; inhibition, % at 8 µM; recombinant p97 ATPase, Kinase-Glo ATP luminescence, 3 h; Transitional endoplasmic reticulum ATPase (Homo sapiens), P55072; AID 1481, 2009; hit rate 0.42% among 220,000; in the data active means inhibition above about 15%;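 further: 0% = DMSO vehicle and 100% = wells lacking enzyme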
Numbers without * were called inactive; x = not tested or not shown; [ ] = dose if it differs, or a comment.

SMILES	MDM2 E3 inh	hK5 inh	FXIa inh	eIF4E 4G PPI	FXIIa inh 1536	Rad51 HR inh	Wee1 stabilizer	14-3-3 Bad inh	p97 ATPase inh
CCOC(=O)CSC1=C(C#N)C(c2ccco2)C(C(=O)Nc2cccc(C(F)(F)F)c2)=C(C)N1 (stereo not drawn)	-11	-4	1	1	6	4	4	4	-4
O=C(O)c1ccccc1-c1ccccc1C(=O)Nc1ccc2c(c1)[nH]c(=O)c1ccccc12	0	-3	-3	1	6	4	0	-3	9
Cc1ccc(S(=O)(=O)NCC(=O)OCC(=O)Nc2cccc(S(=O)(=O)NC3=NCCCCC3)c2)cc1C	-7	3	1	-3	8	x	2	-13	0
Cc1c(/C=N/NC(=O)c2ccccc2O)c2ccccn2c1C(=O)c1ccc(F)cc1	x	-27	2	-1[fluorescence artefact?]	9	x	2	-3[fluorescence artefact?]	1
CCOC(=O)c1sc(NC(=O)CSc2nc(-c3ccco3)cc(C(F)(F)F)n2)c(C(=O)OC)c1C	-8	-11	4	-8	16	-5	-2	9	2
O=C(Nc1cnccn1)C1c2ccccc2Oc2ccccc21	-26	21	-6	-8	-5	1	0	2	1
O=C(Nc1nccs1)C1CCCN(S(=O)(=O)c2cccnc2)C1 (stereo not drawn)	-13	-3	4	-2[fluorescence artefact?]	-10	1	-3	-5	8
CC(C)(C)c1ccc(C(=O)N2CCC(=O)N(C(CO)Cc3ccccc3)CC2)cc1 (stereo not drawn)	x	6	38	-7	9	-2	1	8	-3
CCc1ccc(NC(=O)CSc2ccc(-c3ccco3)nn2)cc1	-3	2	-1	-2	8	16	1	-9	11
CCC1CCCCN1C(=O)COc1cccc2c1CCN(C)C2=O (stereo not drawn)	-3	-7	-3	-6	2	15	3	-13	-1

Part of the list above in order of heavy-atom count, largest number first.
SMILES	MDM2 E3 inh	hK5 inh	FXIa inh	eIF4E 4G PPI	FXIIa inh 1536	Rad51 HR inh	Wee1 stabilizer	14-3-3 Bad inh	p97 ATPase inh
Cc1c(/C=N/NC(=O)c2ccccc2O)c2ccccn2c1C(=O)c1ccc(F)cc1	x	-27	2	-1[fluorescence artefact?]	9	x	2	-3[fluorescence artefact?]	1
CCc1ccc(NC(=O)CSc2ccc(-c3ccco3)nn2)cc1	-3	2	-1	-2	8	16	1	-9	11
O=C(Nc1cnccn1)C1c2ccccc2Oc2ccccc21	-26	21	-6	-8	-5	1	0	2	1

Next section.
SMILES	MDM2 E3 inh	hK5 inh	FXIa inh	eIF4E 4G PPI	FXIIa inh 1536	Rad51 HR inh	Wee1 stabilizer	14-3-3 Bad inh	p97 ATPase inh
CCCNCc1cc(Br)ccc1OCC(=O)NCCc1ccccc1	-7	-5	7	1	9	x	3	-4	-2
O=C(c1cc2c(=O)n3ccccc3nc2s1)N1CCN(Cc2ccc3c(c2)OCO3)CC1	-4	-21	-3	0	2	0	2	-1	-2
CC(Nc1ccc(Cl)cc1)c1cc(Cl)ccc1O (stereo not drawn)	6	-8	8	2	13	-3	-2	0	-4
O=C(COc1cccc2cccnc12)N/N=C1\SCC(=O)N1CCc1ccccc1	0	4	0	-2	5	20	3	-12	1
COc1ccc(NC(=O)c2c(Cl)cnn2C)c(C)c1	-8	x	0	1	5	-1	-1	-11	2
O=C1CCC(c2ccccc2)N1C(=O)c1cccnc1 (stereo not drawn)	-1	1	5	-2	6	0	-2	7	-3
O=C(COC(=O)c1ccc(S(=O)(=O)NCc2ccco2)cc1)NCC1CCCCC1	x	-4	-1	2[fluorescence artefact?]	7	-4	2	-19[fluorescence artefact?]	2
Clc1ccc(-c2nnc3cccc(Cl)n23)c(Cl)c1	x	-6	-2	5	4	x	-4	-8	1
O=C(CSc1nncn1-c1cccnc1)N1CCOCC1	2	-20	-4	-5	3	x	-2	-4	-3
c1ccc(C2C3=C(CCCC3)Nc3ncnn32)cc1 (stereo not drawn)	-10	4	7	-3	15	-6	1	1[fluorescence artefact?]	1
COc1ccc(-c2nnc(SCC(=O)Nc3cc(S(=O)(=O)N4CCCCC4)ccc3Cl)n2N)cc1	-12	-13	20	8	26	-3	-3	21	7
COc1cc(C(=O)NCC(C)C)c([N+](=O)[O-])cc1OC	-2	-24	3	-8	5	3	0	4	-4
CCCS(=O)(=O)N1CCC(C(=O)NCC2CCCO2)CC1 (stereo not drawn)	-4	-9	-9	-1	-1	4	0	-1	6
O=C(O)c1ccc(Nc2nc(-c3cc4ccccc4oc3=O)cs2)cc1O	-3	-3	-2	1	3	2	1	40	7
Cc1cccc2c1-c1sc(C(=O)Nc3cccc([N+](=O)[O-])c3C)cc1CO2	-11	-12	-4	2	5	x	-2	4[fluorescence artefact?]	5
CCOCCCNC(=O)C1CCC(=O)N1CCc1ccccc1 (stereo not drawn)	-10	-3	2	4	5	4	-3	-6	3
O=C(NCC1CCCO1)C(=O)NCC(c1ccco1)N1CCN(c2ccc(F)cc2)CC1 (stereo not drawn)	1	-17	0	13	8	1	-2	-2[fluorescence artefact?]	0
CCN(CC)c1ccc(C(=O)N/N=C(\C)c2ccc(OC)c(OC)c2)cc1	-9	3	1	7[fluorescence artefact?]	9	-10	3	-4[fluorescence artefact?]	4
CCNC(=O)c1ccc(-n2nc(C(F)(F)F)c3c2CCCC3)cc1	-16	-4	-2	-1	7	-4	-3	4	1
COc1ccc(C/C(C)=N/NC(=S)Nc2ccc(C(C)C)cc2)cc1	x	-22	0	2	3	x	2	-9	3
CN(C)S(=O)(=O)c1ccc(NC(=O)c2ccccn2)cc1	-33	3	4	8[fluorescence artefact?]	15	-3	6	5	-6
COc1cccc(N(CC(=O)Nc2cccnc2)S(C)(=O)=O)c1	-6	-2	1	-4	3	9	-2	-2	7
CC(C)(C)NC(=O)CSc1nccn1Cc1ccccc1	3	-1	-8	-2	-12	-1	-2	-7	0
CC(=O)NNC(=O)CC(=O)Nc1nc(C23CC4CC(CC(C4)C2)C3)cs1	-11	28	18	1	15	x	1	37	-4
CC(C)c1ccc(N(C(=O)c2csnn2)C(C(=O)NC(C)(C)C)c2cccnc2)cc1 (stereo not drawn)	-5	-4	-1	-3	0	5	4	-8	-1
CCOC(=O)NCCc1c(C)nc2c(c(C)nn2C(C)(C)C)c1C	-2	1	1	2	12	-1	-2	1	-4
CCOC(=O)Cc1nnc(NC(=O)COc2ccc(F)cc2)s1	6	-15	5	-2	17	-1	1	-5[fluorescence artefact?]	-2
CCn1c(-c2ccc([N+](=O)[O-])cc2)n[nH]c1=S	10	-5	9	2	22	8	-2	-9	0
CCCCNC(=O)c1cc2c(=O)n3cccc(C)c3nc2n(Cc2ccccc2)c1=N	-14	-97	-25	6	-32	-2	0	75*	0
CCOC(=O)CCSc1nc(C)c2cc(C)c(C)cc2n1	3	-6	5	-3	8	-3	-3	7	-5
COC(=O)c1cc2sccc2n1CC(=O)Nc1cc(OC)cc(OC)c1	-11	-1	-28	-7	15	-1	0	10	5
CC(C)Oc1cccc(C(=O)C2CCCN(S(=O)(=O)C(C)C)C2)c1 (stereo not drawn)	-2	-6	-6	0	4	-7	-4	-2	2
COc1cccc2cc(C(=O)C3=C(O)C(=O)N(Cc4ccco4)C3c3cccnc3)oc12 (stereo not drawn)	-14	-8	-11	1	-8	0	-1	63	2
O=C(COC(=O)c1cccnc1Cl)Nc1ccc2c(c1)OCO2	-20	-4	-4	-1	3	5	0	-6	4
Cc1ccc2ncccc2c1N	-16	x	-5	2	5	x	-1	-5	3
Cc1ccc(-n2c(-c3ccncc3)n[nH]c2=S)cc1C	-12	0	-5	2	5	-17	1	-10	-2
COc1cc(NC(=O)COC(=O)c2nc3nc(C)cc(C)n3n2)cc(OC)c1	-12	-19	2	6	10	-1	0	11[fluorescence artefact?]	-3
Cc1ccc(C)n1-c1ccc(C(=O)NCc2ccncc2)cc1	3	-7	-3	1	1	1	2	-13	9
COc1ccc(NC(=S)N2C3CCC2CC(NC(=O)NC24CC5CC(CC(C5)C2)C4)C3)c(OC)c1 (stereo not drawn)	-7	-30	5	2	3	0	0	-12	4
CCOc1ccccc1NS(=O)(=O)c1ccc(OC)c(OC)c1	-15	14	0	-1	10	0	-1	61	3
Cc1ccc(C)n1CCN1CCN(C(=O)c2ccc(Cl)cc2)CC1	-9	-5	3	-3	10	-4	-3	-8	-9

Structures listed so far printed as active in 14-3-3 Bad inh:
SMILES	MDM2 E3 inh	hK5 inh	FXIa inh	eIF4E 4G PPI	FXIIa inh 1536	Rad51 HR inh	Wee1 stabilizer	14-3-3 Bad inh	p97 ATPase inh
CCCCNC(=O)c1cc2c(=O)n3cccc(C)c3nc2n(Cc2ccccc2)c1=N	-14	-97	-25	6	-32	-2	0	75*	0

An excerpt from above in order of their number in 14-3-3 Bad inh, smallest number first.
SMILES	MDM2 E3 inh	hK5 inh	FXIa inh	eIF4E 4G PPI	FXIIa inh 1536	Rad51 HR inh	Wee1 stabilizer	14-3-3 Bad inh	p97 ATPase inh
COc1ccc(NC(=S)N2C3CCC2CC(NC(=O)NC24CC5CC(CC(C5)C2)C4)C3)c(OC)c1 (stereo not drawn)	-7	-30	5	2	3	0	0	-12	4
Cc1ccc(-n2c(-c3ccncc3)n[nH]c2=S)cc1C	-12	0	-5	2	5	-17	1	-10	-2
O=C(COC(=O)c1cccnc1Cl)Nc1ccc2c(c1)OCO2	-20	-4	-4	-1	3	5	0	-6	4
Cc1ccc2ncccc2c1N	-16	x	-5	2	5	x	-1	-5	3
CC(C)Oc1cccc(C(=O)C2CCCN(S(=O)(=O)C(C)C)C2)c1 (stereo not drawn)	-2	-6	-6	0	4	-7	-4	-2	2
COC(=O)c1cc2sccc2n1CC(=O)Nc1cc(OC)cc(OC)c1	-11	-1	-28	-7	15	-1	0	10	5
COc1cccc2cc(C(=O)C3=C(O)C(=O)N(Cc4ccco4)C3c3cccnc3)oc12 (stereo not drawn)	-14	-8	-11	1	-8	0	-1	63	2

Screening data (PubChem)
